Screens from PubChem.
Yeast superoxide = caloric restriction mimetics inhibiting age-related superoxide in yeast; S. cerevisiae aged cells, superoxide DHE fluorescence; hits give low values; superoxide response (% of plate mean), % at 10 µM; 330,000 tested, 0.18% active; AID 2690;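 active = superoxide response under a set limit, about three screen SD below normal, cut at about 65% in these data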;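 note: yeast aged for seven days with compound at 30 °C before DHE staining; 100% = average MFI of all compound-treated wells on the plate with controls excluded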
CIT2 TOR yeast = alters CIT2-GFP fluorescence in TOR pathway yeast screen | S. cerevisiae CIT2-GFP strain, flow cytometry, 3 h; 100 means same as DMSO wells | GFP response vs DMSO, % at 10 µM | 320,000 tested, 0.065% active;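 active = GFP response relative to DMSO above a set limit, near the screen mean plus 3 SD, cut at about 150% in these data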;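 note: ratio of well median GFP fluorescence to mean of DMSO wells on the plate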
LAP4-GFP MLPCN = modulators of TOR pathway LAP4-GFP in S. cerevisiae. S. cerevisiae LAP4-GFP multiplex, flow cytometry GFP, 3 h; median GFP as percent of DMSO wells. GFP response vs DMSO, % at 10 µM. 320,000 tested, 0.34% active;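 active = GFP response vs DMSO above a set limit, about the screen mean plus 3 SD, cut at about 150% in these data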
MEP2-GFP yeast = alters MEP2-GFP fluorescence in TOR pathway yeast screen. S. cerevisiae MEP2-GFP strain, flow cytometry GFP, 3 h; 100% = DMSO control level. GFP response vs DMSO, % at 10 µM. 330,000 tested, 0.51% active;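 active = GFP response versus DMSO above a set limit, roughly screen mean plus 3 SD, cut at about 180% in these data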;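 note: median GFP fluorescence of the barcode-gated MEP2-GFP cells per well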
AHR act = activates the human aryl hydrocarbon receptor; P35869; AHR-responsive luciferase reporter cells, luminescence; activation, % at 5 µM; 320,000 tested, 2.5% active; AID 2796; in the data active = activation above about 47%;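 note: 0% = vehicle wells and 100% = reference agonist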
Target sequence (P35869 whole entry, looked up): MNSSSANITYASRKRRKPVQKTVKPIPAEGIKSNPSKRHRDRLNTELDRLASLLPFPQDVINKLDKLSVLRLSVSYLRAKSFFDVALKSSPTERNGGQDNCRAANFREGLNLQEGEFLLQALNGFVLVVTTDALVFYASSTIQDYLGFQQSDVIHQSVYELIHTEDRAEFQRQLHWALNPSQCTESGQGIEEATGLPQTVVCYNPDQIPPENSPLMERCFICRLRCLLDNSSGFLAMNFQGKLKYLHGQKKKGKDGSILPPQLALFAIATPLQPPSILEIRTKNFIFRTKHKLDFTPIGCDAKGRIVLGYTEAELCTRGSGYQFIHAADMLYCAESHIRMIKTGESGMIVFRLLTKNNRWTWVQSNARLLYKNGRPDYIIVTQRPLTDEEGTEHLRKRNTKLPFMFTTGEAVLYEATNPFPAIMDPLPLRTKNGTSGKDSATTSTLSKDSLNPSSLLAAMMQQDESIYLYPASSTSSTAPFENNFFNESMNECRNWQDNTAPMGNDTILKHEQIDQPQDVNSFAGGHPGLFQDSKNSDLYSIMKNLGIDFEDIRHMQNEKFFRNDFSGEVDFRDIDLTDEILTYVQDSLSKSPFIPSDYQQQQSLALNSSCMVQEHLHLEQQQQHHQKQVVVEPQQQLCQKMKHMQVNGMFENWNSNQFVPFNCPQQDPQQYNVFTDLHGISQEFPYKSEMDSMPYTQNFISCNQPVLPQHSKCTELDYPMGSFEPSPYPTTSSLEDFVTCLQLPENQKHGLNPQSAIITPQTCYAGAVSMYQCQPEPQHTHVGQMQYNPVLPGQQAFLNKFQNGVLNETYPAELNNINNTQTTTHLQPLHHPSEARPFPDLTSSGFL
RPL19A TOR yeast = modulators of TOR pathway RPL19A-GFP in S. cerevisiae; S. cerevisiae RPL19A-GFP strain, flow cytometry, 3 h; hits give low values; percent response vs DMSO, % at 10 µM; 330,000 tested, 0.3% active; AID 2025;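 active = percent response vs DMSO below 50%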;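 note: median channel GFP fluorescence of the barcoded RPL19A-GFP strain; ratio of sample median GFP to plate DMSO average so 100% = DMSO; lower means less RPL19A-GFP as with rapamycin TOR inhibition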
AGP1 TOR yeast = yeast TOR pathway AGP1-GFP modulation. S. cerevisiae AGP1-GFP multiplex flow cytometry, 3 h; GFP as percent of DMSO wells. GFP response vs DMSO, % at 10 µM. 320,000 tested, 0.02% active. AID 2066;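 active = GFP response relative to DMSO above a set limit, near screen average plus 3 SD, cut at about 150% in these data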;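 note: median GFP channel fluorescence of the gated AGP1 strain per well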
Efflux pump mplx = blocks antifungal efflux pumps in multiplex yeast assay | S. cerevisiae Candida pump triplex, Nile Red efflux | inhibition, % at 10 µM | 330,000 tested, 0.44% active | AID 485275;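 active = plate passing quality check with inhibition over a set limit, or well fluorescence over plate mean plus 4 SD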;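 note: Nile Red retained in pooled yeast measured as flow cytometry median fluorescence; 0% = buffer negative control and 100% = Enniatin B positive control; higher means more Nile Red kept so more efflux inhibition; some compounds called inactive have numbers as strong as hits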
* hit, by the source's call; nt = not tested or not shown; [ ] = dose if it differs, or a comment.

entry	Molecule	Yeast superoxide	CIT2 TOR yeast	LAP4-GFP MLPCN	MEP2-GFP yeast
1	CCCCc1ccc(C(=O)O)nc1	98	85	117	100
2	O=c1c2ccccc2nc(CNCC2CCCO2)n1-c1ccc(F)cc1 (stereo not drawn)	102	95	93	103
3	CCCCCCN=Cc1c(O)n(C)c(=O)n(C)c1=O	96	100	102	97
4	Cc1cccc(N=Cc2c(O)n(C)c(=O)n(C)c2=O)c1	127	107	94	103
5	CC12CCC3C(CC=C4CC(O)CCC43C)C1C/C(=C\c1cccc(F)c1)C2=O (stereo not drawn)	100	104	104	98
6	Cn1c(O)c(C=NC2C(=O)C3(C)CCC2C3(C)C)c(=O)n(C)c1=O (stereo not drawn)	93	96	99	96
7	N/C(=N\N=C/c1ccc(-c2ccc(O)c(C(=O)O)c2)o1)N[N+](=O)[O-]	92	106	103	108
8	CCOC(=O)C1=C(C)N(C)C2(C)CC1c1ccccc1O2 (stereo not drawn)	102	103	95	97

entry	AHR act	RPL19A TOR yeast	AGP1 TOR yeast	Efflux pump mplx
1	-2	103	96	-0.1
2	12	101	96	0.1
3	7	102	100	0.0
4	6	101	93	0.0
5	0	102	101	-0.1
6	1	96	96	0.0
7	1	94	104	0.0
8	3	94	98	-0.1

(cont.)
entry	Molecule	Yeast superoxide	CIT2 TOR yeast	LAP4-GFP MLPCN	MEP2-GFP yeast
9	Cc1cc(N2C(=O)C3CCCN3C2c2ccccc2)no1 (stereo not drawn)	90	101	105	104
10	CCOC(=O)C1CCN(C=C2C(=O)N(C)C(=S)N(C)C2=O)CC1	95	105	96	105
11	C=CCn1c(O)c(C(CC)=Nc2cccc(C(F)(F)F)c2)c(=O)[nH]c1=O	108	96	103	101
12	CCOP(=O)(OCC)C(NC(=O)C(C)C)C(Cl)(Cl)Cl (stereo not drawn)	78	103	101	100
13	CCCCSP1(=S)NCCCN1	103	114	97	99
14	CCCC(=O)c1ccc(CP(=O)(OCC)OCC)o1	84	nt	nt	310*[may fluoresce violet]
15	C=CCN(CC#CCOc1ccccc1OC)CC=C	81	104	97	100
16	CN(C)C(=O)Oc1ccc(Br)cc1C(=O)Nc1ccc(F)c(Cl)c1	94	94	126	102

entry	AHR act	RPL19A TOR yeast	AGP1 TOR yeast	Efflux pump mplx
9	1	107	113	-0.3
10	5	102	104	0.0
11	-4	95	101	-0.1
12	-1	101	107	-0.2
13	4	96	100	-0.3
14	1	36*[may fluoresce violet]	nt	-0.2
15	4	104	102	0.1
16	67*	98	110	0.0

Next structures follow.
entry	Molecule	Yeast superoxide	CIT2 TOR yeast	LAP4-GFP MLPCN	MEP2-GFP yeast
17	CC(=O)OC1CC[C@@]2(C)C(=CC(=O)C3C4CCC(OC(C)=O)[C@@]4(C)CCC32)C1 (stereo partly drawn)	90	109	109	107
18	O=C(Nc1ccccc1)c1c(O)[nH]c(=O)[nH]c1=O	98	73	94	88
19	CCCN1CCC(NC2CCC(O)CC2)CC1 (stereo not drawn)	102	118	92	107
20	CCCC12CN3CN(C1)CC(CCC)(C3)C2O (stereo not drawn)	113	98	100	94
21	CC#CP(=O)(OCC)C(O)(c1ccccc1)C(F)(F)F (stereo not drawn)	103	104	101	99
22	C=CCc1ccc(OC)cc1	84	105	105	102
23	CCOc1ccc(N2C(=O)/C(=C/c3ccco3)C(=O)NC2=S)cc1	101	95	123	99
24	CCN1CCN(C(=O)COc2ccc(S(=O)(=O)N3CCOCC3)cc2Cl)CC1	84	96	94	96

entry	AHR act	RPL19A TOR yeast	AGP1 TOR yeast	Efflux pump mplx
17	-2	107	111	0.1
18	-1	100	84	-0.1
19	0	101	103	-0.1
20	2	99	101	-0.1
21	3	97	100	0.1
22	-1	103	103	-0.2
23	2	95	89	0.0
24	1	96	99	0.2

More compounds follow:
entry	Molecule	Yeast superoxide	CIT2 TOR yeast	LAP4-GFP MLPCN	MEP2-GFP yeast
25	CCN1CCN(C(=O)COc2ccc(S(=O)(=O)N(C)Cc3ccccc3)cc2)CC1	86	107	103	106
26	Cc1c(C(=O)N2CCC3(CC2)OCCO3)sc2ncnc(N3CCN(c4ccccn4)CC3)c12	88	99	104	100
27	Nc1ccc(Cl)cc1C(=O)c1ccccc1	135	97	100	93
28	CCOc1cc(C=C2C(=O)NC(=O)NC2=O)ccc1OCC(=O)N1CCOCC1	114	111	90	103
29	CN1CCC23c4c5ccc(O)c4O[C@@H]2[C@H](O)C=CC3C1C5 (stereo partly drawn)	119	99	105	101
30	CCOC(=O)C1(CCc2ccccc2)CCN(Cc2ccc3c(c2)OCCO3)CC1	81	106	94	102
31	Cc1cccc(N=Nc2ccc(N(C)C)cc2)c1	88	99	98	108
32	Cc1nc2c(-c3ccc(F)cc3)c(C)nn2c(C)c1CCC(=O)N1CCC2(CC1)OCCO2	115	110	91	110

entry	AHR act	RPL19A TOR yeast	AGP1 TOR yeast	Efflux pump mplx
25	1	102	104	0.5
26	1	104	105	0.0
27	-1	102	90	0.2
28	0	98	98	-0.1
29	-1	101	102	-0.1
30	2	95	94	-0.2
31	-4	105	101	0.3
32	2	108	95	0.1

Next section.
entry	Molecule	Yeast superoxide	CIT2 TOR yeast	LAP4-GFP MLPCN	MEP2-GFP yeast
33	Nc1ccccc1C(=O)OCC(=O)Nc1ccc(Br)cc1F	85	105	117	114
34	O=[N+]([O-])c1ccc(N2CCNCC2)cc1N1CCCCC1	120	92	111	93
35	Cc1ncc([N+](=O)[O-])n1CCOc1nonc1N	101	94	86	89
36	COc1ccccc1C1=NCc2nnc(C)n2-c2ccc(Cl)cc21	99	99	93	101
37	O=P(CCl)(Nc1ccccc1)C(Cl)(Cl)Cl (stereo not drawn)	110	99	102	98
38	c1ccc(CCNCc2cccs2)cc1	101	102	92	104
39	CC1CCCCN1CC(O)c1c[nH]c2ccccc12 (stereo not drawn)	93	105	93	105
40	O=c1cccc2n1CC1CC2CN(CC(O)CN2CC3CC(C2)c2cccc(=O)n2C3)C1 (stereo not drawn)	67	101	95	107

entry	AHR act	RPL19A TOR yeast	AGP1 TOR yeast	Efflux pump mplx
33	2	104	113	0.0
34	8	97	98	0.1
35	1	88	92	0.0
36	1	102	93	0.4
37	3	98	98	0.2
38	nt	104	104	0.0
39	17	104	102	-0.1
40	1	103	101	0.2

(further entries)
entry	Molecule	Yeast superoxide	CIT2 TOR yeast	LAP4-GFP MLPCN	MEP2-GFP yeast
41	OC(CNCCc1c[nH]c2ccccc12)C(F)(F)F (stereo not drawn)	89	104	101	105
42	O=C(Nc1cccc(OC(=O)N2CCOCC2)c1)N1CCOCC1	100	nt	87	99
43	O=C(O)CCC(=O)NCCC1=c2ccccc2=N/C1=C\c1c(O)n(Cc2ccc(F)cc2)c(=S)[nH]c1=O	99	103	108	101
44	Cc1nn(Cc2ccccc2)c(Cl)c1C(=O)OCC(=O)NCC1CCCO1 (stereo not drawn)	95	101	98	107
45	CCN(CC)C(=O)c1ccc(N2C(=O)C3CC=C(Cl)CC3C2=O)cc1 (stereo not drawn)	106	96	101	105
46	C/C(=N\NC(=S)Nc1ccccc1)c1c(O)n(C)c(=O)n(C)c1=O	86	106	77	106
47	COc1ccccc1N1CCN(C(CNC(=O)Oc2ccccc2)c2cccnc2)CC1 (stereo not drawn)	97	105	101	107
48	O=C(CN1CCCCC1)c1ccc(OC(F)F)cc1	93	106	91	76

entry	AHR act	RPL19A TOR yeast	AGP1 TOR yeast	Efflux pump mplx
41	2	100	104	0.0
42	1	97	105	-0.1
43	16	103	108	0.4
44	5	103	99	0.1
45	0	102	109	0.1
46	14	113	107	0.1
47	1	102	102	0.0
48	-1	106	103	-2.4

Other results follow.
entry	Molecule	Yeast superoxide	CIT2 TOR yeast	LAP4-GFP MLPCN	MEP2-GFP yeast
49	CCCCOC(=O)C1=C(N)OC2=C(C(=O)CC(C)(C)C2)[C@]12C(=O)N(C)c1ccccc12	106	99	102	97
50	C[C@]12CC[C@@H]3c4ccc(O)c(O)c4CC[C@H]3[C@@H]1CC[C@@H]2O	90	82	98	94
51	CC1=NN(c2ccccc2)C(=O)C1/C=C1\C(=O)NC(=O)N(c2cc(C)cc(C)c2)C1=O (stereo not drawn)	99	116	105	109
52	CCOc1ccc(C(=O)OC2CC3CCC(C2)N3C)cc1 (stereo not drawn)	98	99	96	101
53	COC(=O)C1=C(c2ccc(OC)c(OC)c2)C[C@@H]2CC[C@H]1N2C(=O)N1CCOCC1	110	105	103	99
54	C[N+]1(C)CCN(c2ccccc2)CC1	107	98	105	97
55	COC(=O)C1=C(c2cccc(OC)c2OC)C[C@@H]2CC[C@H]1N2C(=O)NC1CCCCC1	93	109	96	108
56	O=C1NC(=O)C(=Cc2ccc3ccccc3c2)C(=O)N1	87	98	87	101
57	Cc1cc(OC(=O)N(C)C)nc2c1c(C)nn2C	87	100	104	94
58	Nc1c2c(nc3sc4c(c13)CCCC4)CCCC2	95	98	94	102

entry	AHR act	RPL19A TOR yeast	AGP1 TOR yeast	Efflux pump mplx
49	1	98	nt	-0.1
50	0	92	90	0.4
51	14	108	117	-0.2
52	2	103	104	0.0
53	-1	98	103	-0.3
54	2	103	100	0.0
55	2	106	114	-0.1
56	9	105	99	-0.1
57	1	101	110	-0.2
58	15	103	105	0.1

From entry 49 up to 53, as listed above:
entry	Molecule	Yeast superoxide	CIT2 TOR yeast	LAP4-GFP MLPCN	MEP2-GFP yeast
49	CCCCOC(=O)C1=C(N)OC2=C(C(=O)CC(C)(C)C2)[C@]12C(=O)N(C)c1ccccc12	106	99	102	97
50	C[C@]12CC[C@@H]3c4ccc(O)c(O)c4CC[C@H]3[C@@H]1CC[C@@H]2O	90	82	98	94
51	CC1=NN(c2ccccc2)C(=O)C1/C=C1\C(=O)NC(=O)N(c2cc(C)cc(C)c2)C1=O (stereo not drawn)	99	116	105	109
52	CCOc1ccc(C(=O)OC2CC3CCC(C2)N3C)cc1 (stereo not drawn)	98	99	96	101
53	COC(=O)C1=C(c2ccc(OC)c(OC)c2)C[C@@H]2CC[C@H]1N2C(=O)N1CCOCC1	110	105	103	99

entry	AHR act	RPL19A TOR yeast	AGP1 TOR yeast	Efflux pump mplx
49	1	98	nt	-0.1
50	0	92	90	0.4
51	14	108	117	-0.2
52	2	103	104	0.0
53	-1	98	103	-0.3

These rows are one share of the data; the hit share may differ from the screen's.
